Assay outcomes: PubChem, several laboratories
Smad3 FoxH1 inh = blocks human Smad3 binding to FoxH1 peptide; P84022; TR-FRET Smad3/Dy647-FoxH1 peptide binding, europium anti-His; inhibition, % at 25 µM; 88,000 tested, 0.29% active; AID 630;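 active = compounds that reduce the energy-transfer binding signal between the protein and its labelled peptide by more than half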;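 note: 0% = Smad3 plus labelled peptide maximal FRET and 100% = peptide-only background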
sEH activator = increases human soluble epoxide hydrolase activity | purified human sEH enzymatic activity, activator screen | activation, % at 2 µM | 91,000 tested, 0.04% active | AID 717; in the data active = activation above about 37%; note: values of inactives mirror those of a sister screen read the other way
Target sequence (P34913 whole entry, looked up): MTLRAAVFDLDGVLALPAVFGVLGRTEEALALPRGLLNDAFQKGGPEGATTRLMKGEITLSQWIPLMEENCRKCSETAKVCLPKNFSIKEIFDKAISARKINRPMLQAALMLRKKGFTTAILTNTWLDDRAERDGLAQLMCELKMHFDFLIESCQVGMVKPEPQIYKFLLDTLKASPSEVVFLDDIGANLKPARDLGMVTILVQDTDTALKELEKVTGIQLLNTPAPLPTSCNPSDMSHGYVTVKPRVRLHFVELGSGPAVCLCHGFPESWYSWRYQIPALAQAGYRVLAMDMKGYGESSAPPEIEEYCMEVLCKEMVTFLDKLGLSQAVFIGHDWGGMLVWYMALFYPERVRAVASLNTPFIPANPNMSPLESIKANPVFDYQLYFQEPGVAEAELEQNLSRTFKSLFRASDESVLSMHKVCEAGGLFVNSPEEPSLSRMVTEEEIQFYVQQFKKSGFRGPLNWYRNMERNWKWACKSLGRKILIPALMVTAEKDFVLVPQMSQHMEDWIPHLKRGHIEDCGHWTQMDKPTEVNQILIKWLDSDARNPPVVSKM
CD11b adhes inh = inhibitors of human CD11b/CD18 binding to fibrinogen; P05107+P11215; inhibition, % at 10 µM; K562 CD11b/CD18 adhesion to fibrinogen, ATPlite luminescence; Mn2+ added to activate the integrin; 93,000 tested, 0.54% active;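 active = primary inhibition of 50% or more at 10 µM, then 40% or more on retest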; note: some results filed as inactive read as strong as hits
MT1-MMP txn act = MT1-MMP promoter transcription activation; HT1080 MT1-MMP promoter luciferase reporter, luminescence, overnight; hits give high values; 86,000 tested, 0.16% active; activation factor at 10 µM; AID 750;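 active = activation factor of at least 2 for MT1-MMP transcription at 10 µM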
sEH inh = blocks human soluble epoxide hydrolase activity; recombinant human sEH enzymatic activity assay; inhibition, % at 2 µM; 91,000 tested, 0.34% active; AID 707; in the data active = inhibition above about 80%; note: values of inactives mirror those of a sister screen read the other way; many of its hits are not listed in these tables
Calb biofilm kill = kills Candida albicans biofilms; inhibition, % at 6 µM; 85,000 tested, 0.14% active; C. albicans biofilm + clotrimazole, Alamar Blue;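 active = inhibition above 20%; inactive = inhibition below 20%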;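 note: preformed 24 hr biofilms exposed to compound for 48 hr; 0% = biofilm without compound and 100% = blank killed by clotrimazole plus chlorhexidine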
CD11b adhes enh = enhancers of human CD11b/CD18 binding to fibrinogen; P05107+P11215; K562 CD11b/CD18 adhesion to fibrinogen, ATPlite luminescence; activation, % at 10 µM; 93,000 tested, 0.07% active;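 active = 10 µM primary screen giving 50% or more activity, confirmed by 40% or more on retest at that dose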; note: strong numbers were not always called active; reference of the scale not given here
ERa SRC1 pot = enhances coactivator binding to human estrogen receptor alpha; 86,000 tested, 1.3% active; TR-FRET ERalpha-LBD/SRC-Cy5 coactivator binding, 2 h; 100 = basal binding, no effect; coactivator binding (% of control), % at 25.6 µM; in the data active = activity above about 200%;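 note: binding measured in presence of low estradiol as agonist stimulus; 0% = peptide alone without receptor and 100% = receptor with peptide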
ERb coact inh = ER-beta (human) coactivator binding inhibition; Q92731; TR-FRET ER-beta LBD / SRC1-Cy5 peptide binding; receptor agonist-loaded with 1 µM estradiol; inhibition, % at 25.6 µM; 86,000 tested, 1.3% active; AID 633;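 active = compounds whose percent inhibition of the receptor-coactivator binding signal exceeds about 50% in the single-dose screen, limit read from the data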;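 note: 0% = receptor plus peptide wells without compound and 100% = peptide-only wells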
Target sequence (Q92731 whole entry, looked up, the tested form may be a part): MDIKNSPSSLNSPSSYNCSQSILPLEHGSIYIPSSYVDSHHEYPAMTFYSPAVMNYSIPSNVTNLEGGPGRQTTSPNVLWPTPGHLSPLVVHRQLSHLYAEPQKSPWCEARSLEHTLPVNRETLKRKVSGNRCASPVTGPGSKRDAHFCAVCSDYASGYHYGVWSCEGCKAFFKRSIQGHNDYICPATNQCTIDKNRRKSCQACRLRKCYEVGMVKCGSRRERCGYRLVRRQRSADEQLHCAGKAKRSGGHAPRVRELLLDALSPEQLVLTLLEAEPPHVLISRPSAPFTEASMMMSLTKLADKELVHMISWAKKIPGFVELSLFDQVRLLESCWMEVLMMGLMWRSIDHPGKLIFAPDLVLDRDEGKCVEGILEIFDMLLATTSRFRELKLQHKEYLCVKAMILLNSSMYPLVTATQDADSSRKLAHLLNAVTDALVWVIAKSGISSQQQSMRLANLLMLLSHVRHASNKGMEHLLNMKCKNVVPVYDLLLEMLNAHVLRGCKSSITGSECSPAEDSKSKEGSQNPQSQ
* marks the source's active call; other numbers are inactive results; [ ] = remark or other dose. Only part of the results is shown; count on the stated rates, not on these rows.

For C=CCOc1cccc(C2c3c(oc4ccc(F)cc4c3=O)C(=O)N2CCCN2CCOCC2)c1 (stereo unspecified) the results were Smad3 FoxH1 inh 4, MT1-MMP txn act 1, Calb biofilm kill 9, ERa SRC1 pot 134 and ERb coact inh -6.
COC(=O)COc1ccc(S(=O)(=O)Nc2ccc(NC(C)=O)cc2)cc1 was read as Smad3 FoxH1 inh -3, sEH activator 7, CD11b adhes inh -5, MT1-MMP txn act 1.2, sEH inh -8, Calb biofilm kill 2, CD11b adhes enh -5, ERa SRC1 pot 106 and ERb coact inh 3.
Screening O=C(O)C(CCCCN1C(=O)c2ccccc2C1=O)N1C(=O)c2ccccc2C1=O (stereo unspecified) returned Smad3 FoxH1 inh 1, sEH activator 10, CD11b adhes inh 6, MT1-MMP txn act 1.1, sEH inh -9, Calb biofilm kill 3, CD11b adhes enh -1, ERa SRC1 pot 126 and ERb coact inh -5.
Screening O=C(NCc1ccccc1)C1CCCN(S(=O)(=O)c2cccnc2)C1 (stereo unspecified) returned Smad3 FoxH1 inh -20, sEH activator -10, CD11b adhes inh -23, MT1-MMP txn act 1.1, sEH inh 9, Calb biofilm kill 8, CD11b adhes enh 7, ERa SRC1 pot 90 and ERb coact inh 17.
Screening CCOc1cc(C(C#N)N2CCOCC2)ccc1OC (stereo unspecified) returned Smad3 FoxH1 inh 7, sEH activator 17, CD11b adhes inh 2, MT1-MMP txn act 1.1, sEH inh -15, Calb biofilm kill 8, CD11b adhes enh -4, ERa SRC1 pot 119 and ERb coact inh 2[fluorescence artefact?].
`Cn1c(=O)cc(SCC(=O)NCCCN2CCOCC2)c2ccc(Cl)cc21` gave Smad3 FoxH1 inh 49[fluorescence artefact?], MT1-MMP txn act 1.2, Calb biofilm kill 11, ERa SRC1 pot 116[fluorescence artefact?] and ERb coact inh -7.
For CCOC(=O)C1CCc2nc3ccccc3c(=O)n21 (stereo unspecified) the results were Smad3 FoxH1 inh 10, sEH activator -2, CD11b adhes inh 9, MT1-MMP txn act 1.1, sEH inh 2, Calb biofilm kill 9, CD11b adhes enh -3, ERa SRC1 pot 126 and ERb coact inh 3[fluorescence artefact?].
Screening O=C(NC1CCCCC1)c1ccc(CS(=O)(=O)Cc2ccccc2F)o1 returned Smad3 FoxH1 inh 1, sEH activator -35, MT1-MMP txn act 1, sEH inh 37, Calb biofilm kill 6, ERa SRC1 pot 82 and ERb coact inh 8.
For CC(=O)Nc1c(O)nc(SCC(=O)Nc2c(C)cccc2C)[nH]c1=O the results were Smad3 FoxH1 inh -7, sEH activator -10, CD11b adhes inh -21, MT1-MMP txn act 1.1, sEH inh 12, Calb biofilm kill -1, CD11b adhes enh -2, ERa SRC1 pot 82 and ERb coact inh -1[fluorescence artefact?].
`Cc1cccnc1NC(=O)C(C)Oc1ccccc1` (stereo unspecified) gave Smad3 FoxH1 inh 6[fluorescence artefact?], sEH activator 5, CD11b adhes inh -14, MT1-MMP txn act 1, sEH inh -5, Calb biofilm kill 6, CD11b adhes enh 4, ERa SRC1 pot 125 and ERb coact inh 1.
Screening O=C(OCCCN=C1NS(=O)(=O)c2ccccc21)c1ccccc1F returned Smad3 FoxH1 inh 10, sEH activator 1, CD11b adhes inh -21, MT1-MMP txn act 1.1, sEH inh -1, Calb biofilm kill -1, CD11b adhes enh -1, ERa SRC1 pot 114 and ERb coact inh -9.
`CCS(=O)(=O)N1CCCC(C(=O)NCCCN2CCCC2=O)C1` (stereo unspecified) gave Smad3 FoxH1 inh 1[fluorescence artefact?], CD11b adhes inh 6, MT1-MMP txn act 1.3, Calb biofilm kill 4, CD11b adhes enh -3, ERa SRC1 pot 113 and ERb coact inh -7.
`O=C(O)C(Cc1c[nH]c2ccccc12)NS(=O)(=O)c1cccc2nsnc12` (stereo unspecified) gave Smad3 FoxH1 inh -7, CD11b adhes inh 6, MT1-MMP txn act 1.1, Calb biofilm kill -2, CD11b adhes enh 2, ERa SRC1 pot 104 and ERb coact inh 15.
`N#CCCSCc1ccc2oc(C(=O)O)cc2c1` gave Smad3 FoxH1 inh -4, CD11b adhes inh -9, MT1-MMP txn act 1.1, Calb biofilm kill 4, CD11b adhes enh -3, ERa SRC1 pot 78 and ERb coact inh 1.
For COc1ccc(OC)c(NC(=O)C2CCN(S(=O)(=O)c3cccs3)CC2)c1 the results were Smad3 FoxH1 inh -11, sEH activator -7, CD11b adhes inh -25, sEH inh 8, Calb biofilm kill 2, CD11b adhes enh -2, ERa SRC1 pot 124 and ERb coact inh 11.
Screening COC(=O)C1=C(C)NC(=O)/C1=C\c1ccco1 returned sEH activator -10, CD11b adhes inh -1, sEH inh 12 and CD11b adhes enh -1.
Screening CCn1c(=O)cc(SCC(=O)NCc2ccc3c(c2)OCO3)c2ccccc21 returned Smad3 FoxH1 inh 4[fluorescence artefact?], sEH activator -2, CD11b adhes inh 5, MT1-MMP txn act 1.2, sEH inh 2, Calb biofilm kill 3, CD11b adhes enh 2, ERa SRC1 pot 100 and ERb coact inh -7.
For Cn1cnnc1SC1CCCCC1NS(=O)(=O)c1ccccc1 (stereo unspecified) the results were Smad3 FoxH1 inh -1, sEH activator 13, CD11b adhes inh -9, MT1-MMP txn act 1.1, sEH inh -12, Calb biofilm kill 2, CD11b adhes enh -1, ERa SRC1 pot 89 and ERb coact inh -1.
Screening CC(C)c1[nH]nc2c1C(Cc1ccccc1)C(C#N)=C(N)O2 (stereo unspecified) returned Smad3 FoxH1 inh 13, sEH activator 6, CD11b adhes inh -5, MT1-MMP txn act 1.2, sEH inh -8, Calb biofilm kill 5, CD11b adhes enh -1, ERa SRC1 pot 86 and ERb coact inh -8.
For COCCNc1cc(C)nc2c(-c3ccccc3OC)c(C)nn12 the results were sEH activator -5, CD11b adhes inh 4, MT1-MMP txn act 1.1, sEH inh 5 and CD11b adhes enh -3.

Reprinted from the part before: 2 entries, then new ones.
Screening CC(C)c1[nH]nc2c1C(Cc1ccccc1)C(C#N)=C(N)O2 (stereo unspecified) returned Smad3 FoxH1 inh 13, sEH activator 6, CD11b adhes inh -5, MT1-MMP txn act 1.2, sEH inh -8, Calb biofilm kill 5, CD11b adhes enh -1, ERa SRC1 pot 86 and ERb coact inh -8.
For COCCNc1cc(C)nc2c(-c3ccccc3OC)c(C)nn12 the results were sEH activator -5, CD11b adhes inh 4, MT1-MMP txn act 1.1, sEH inh 5 and CD11b adhes enh -3.
O=C(Nc1nccs1)c1ccc(Cl)c(S(=O)(=O)N2CCCCC2)c1 was read as Smad3 FoxH1 inh 6, sEH activator -4, CD11b adhes inh 6, MT1-MMP txn act 1.1, sEH inh 4, Calb biofilm kill 4, CD11b adhes enh -2, ERa SRC1 pot 98 and ERb coact inh -3.
Cc1noc(NS(=O)(=O)c2ccc(N3CC(O)=C(c4ccccc4)C3=N)cc2)c1C was read as sEH activator 1, CD11b adhes inh 0, MT1-MMP txn act 1.2, sEH inh 0 and CD11b adhes enh -2.
For CCOC(=O)c1cnc(-n2cc(C)cn2)nc1NCc1ccc2c(c1)OCO2 the results were Smad3 FoxH1 inh 2, sEH activator 2, MT1-MMP txn act 1.1, sEH inh -2, Calb biofilm kill 1, ERa SRC1 pot 100 and ERb coact inh 32.
`Cc1ccccc1N(CC(=O)NCc1ccncc1)S(C)(=O)=O` gave Smad3 FoxH1 inh 18[fluorescence artefact?], sEH activator -5, CD11b adhes inh 3, MT1-MMP txn act 1.1, sEH inh 6, Calb biofilm kill 10, CD11b adhes enh 1, ERa SRC1 pot 109 and ERb coact inh -7[fluorescence artefact?].
Screening COc1ccc(-n2c(=O)c3ccccc3n(CC(=O)NC3CCCCC3)c2=O)c(OC)c1 returned Smad3 FoxH1 inh 6, sEH activator -6, CD11b adhes inh 6, MT1-MMP txn act 1.3, sEH inh 7, Calb biofilm kill 5, CD11b adhes enh -6, ERa SRC1 pot 111 and ERb coact inh -4[fluorescence artefact?].
O=C(O)c1cc(N2C(=O)C3C4C=CC(C4)C3C2=O)ccc1NCc1cccnc1 (stereo unspecified) was read as Smad3 FoxH1 inh 3, sEH activator 9, CD11b adhes inh -10, MT1-MMP txn act 1.1, sEH inh -6, Calb biofilm kill 5, CD11b adhes enh 0, ERa SRC1 pot 124 and ERb coact inh -7.
`O=C(CN1CCCC1)Nc1ccc(NC(=O)Nc2ccccc2Cl)cc1` gave sEH activator 8, CD11b adhes inh 4, MT1-MMP txn act 1.5, sEH inh -9 and CD11b adhes enh 2.
Screening CCOC(=O)N1CCC2(CC1)CC(=O)c1cc(O)ccc1O2 returned sEH activator 14, CD11b adhes inh 13, MT1-MMP txn act 1, sEH inh -15 and CD11b adhes enh -1.
O=C(Nc1ccccc1-c1nnn(CC(=O)N2CCCc3ccccc32)n1)c1cccc(Cl)c1 was read as Smad3 FoxH1 inh -8, sEH activator 3, MT1-MMP txn act 1.1, sEH inh -3, Calb biofilm kill -5, ERa SRC1 pot 147 and ERb coact inh 12.
For O=C1CC(N2CCC(O)CC2)C(=O)N1c1ccc(Br)cc1 (stereo unspecified) the results were Smad3 FoxH1 inh 1, sEH activator 0, CD11b adhes inh 4, MT1-MMP txn act 1, sEH inh 0, Calb biofilm kill 4, CD11b adhes enh -1, ERa SRC1 pot 120 and ERb coact inh 0.
For Cc1cc(C)cc(NC(=O)CCN2CC(C)OC(C)C2)c1 (stereo unspecified) the results were Smad3 FoxH1 inh -2, CD11b adhes inh -8, MT1-MMP txn act 1.2, Calb biofilm kill 5, CD11b adhes enh 0, ERa SRC1 pot 114 and ERb coact inh 1[fluorescence artefact?].
`CC1(C)C/C(=N\O)c2cc3c(nc2C1)CCCC3` gave Smad3 FoxH1 inh 2, sEH activator -6, CD11b adhes inh -3, MT1-MMP txn act 1.1, sEH inh 5, Calb biofilm kill 0, CD11b adhes enh 3, ERa SRC1 pot 121 and ERb coact inh -3[fluorescence artefact?].
`Cc1noc(NS(=O)(=O)c2ccc(NC(=O)CCCOc3ccc(Cl)cc3Cl)cc2)c1C` gave Smad3 FoxH1 inh 7, sEH activator 4, MT1-MMP txn act 1.1, sEH inh -3, Calb biofilm kill 2, ERa SRC1 pot 99[fluorescence artefact?] and ERb coact inh -2[fluorescence artefact?].
`O=C1NC2(CCOc3ccccc32)C(=O)N1CC(=O)N(Cc1ccccc1)C1CCS(=O)(=O)C1` (stereo unspecified) gave Smad3 FoxH1 inh 9, sEH activator -5, CD11b adhes inh -34, MT1-MMP txn act 1.1, sEH inh 4, Calb biofilm kill 5, CD11b adhes enh -1, ERa SRC1 pot 135 and ERb coact inh 3[fluorescence artefact?].
Screening COc1ccc(OC)c(C2C(C(N)=O)=C(C)Nc3nc(-c4cccc(Cl)c4)nn32)c1 (stereo unspecified) returned Smad3 FoxH1 inh 12, sEH activator -4, CD11b adhes inh 11, MT1-MMP txn act 1, sEH inh 3, Calb biofilm kill 7, CD11b adhes enh -1, ERa SRC1 pot 103 and ERb coact inh 0.
For CCN(C(=O)CCN1C(=O)c2ccccc2C1=O)C1CCCCC1 the results were Smad3 FoxH1 inh -2, sEH activator -11, CD11b adhes inh 9, MT1-MMP txn act 1.1, sEH inh 11, Calb biofilm kill 9, CD11b adhes enh 4, ERa SRC1 pot 76 and ERb coact inh 1.
`Cc1ccc(-n2c(SCC(=O)Nc3ccc4c(c3)OCO4)nnc2-c2ccoc2C)cc1` gave Smad3 FoxH1 inh 2, sEH activator 17, CD11b adhes inh -6, MT1-MMP txn act 1.2, sEH inh -15, Calb biofilm kill 3, CD11b adhes enh -2, ERa SRC1 pot 130 and ERb coact inh -14[fluorescence artefact?].
Cc1cc2c(=O)[nH]cnc2s1 was read as Smad3 FoxH1 inh 5, sEH activator -8, CD11b adhes inh 4, MT1-MMP txn act 1.1, sEH inh 10, Calb biofilm kill 1, CD11b adhes enh 1, ERa SRC1 pot 120 and ERb coact inh 5[fluorescence artefact?].
For Cc1c(-c2ccco2)[n+](=O)c2c(n1[O-])CCC2 the results were Smad3 FoxH1 inh -1, sEH activator 4, CD11b adhes inh 4, MT1-MMP txn act 1.2, sEH inh -7, Calb biofilm kill 6, CD11b adhes enh 2, ERa SRC1 pot 99 and ERb coact inh 9.
